# Bioassay records: PubChem, National Center for Advancing Translational Sciences (NCATS)
# DT40 TDP1 no CPT = qHTS for Inhibitors of human tyrosyl-DNA phosphodiesterase 1 (TDP1): qHTS in cells in absence of CPT; DT40 Tdp1-/- hTDP1 cells, no CPT, ATP luminescence, 48 h; Potency, µM (highest dose often 46.2 µM), for the others: at the top dose activity change, negative = growth inhibition, most hits filed as inhibitors; hit rate 15% among 420,000; AID 686978, 2013; note: nearly all actives have a fitted effect of over 55% in size
#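 Compound effects on proliferation are scored in DT40 Tdp1-/-;hTDP1 cells in the absence of CPT. ATP levels (CellTiter-Glo luminescence) are recorded after a ≥48 hr, 37 °C incubation.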
# TDP1 inh = qHTS Assay for Inhibitors of Tyrosyl-DNA Phosphodiesterase (TDP1) | Tyrosyl-DNA phosphodiesterase 1 (Homo sapiens), Q9NUW8 | recombinant TDP1, AlphaScreen DNA substrate cleavage | Potency, µM (titrated, usually from 130 µM), inactives show at the top dose activity change, negative = inhibition, most hits filed as inhibitors | hit rate 0.28% among 350,000; note: nearly all actives have a fitted effect of over 40% in size
# Target sequence (Q9NUW8 whole entry, looked up): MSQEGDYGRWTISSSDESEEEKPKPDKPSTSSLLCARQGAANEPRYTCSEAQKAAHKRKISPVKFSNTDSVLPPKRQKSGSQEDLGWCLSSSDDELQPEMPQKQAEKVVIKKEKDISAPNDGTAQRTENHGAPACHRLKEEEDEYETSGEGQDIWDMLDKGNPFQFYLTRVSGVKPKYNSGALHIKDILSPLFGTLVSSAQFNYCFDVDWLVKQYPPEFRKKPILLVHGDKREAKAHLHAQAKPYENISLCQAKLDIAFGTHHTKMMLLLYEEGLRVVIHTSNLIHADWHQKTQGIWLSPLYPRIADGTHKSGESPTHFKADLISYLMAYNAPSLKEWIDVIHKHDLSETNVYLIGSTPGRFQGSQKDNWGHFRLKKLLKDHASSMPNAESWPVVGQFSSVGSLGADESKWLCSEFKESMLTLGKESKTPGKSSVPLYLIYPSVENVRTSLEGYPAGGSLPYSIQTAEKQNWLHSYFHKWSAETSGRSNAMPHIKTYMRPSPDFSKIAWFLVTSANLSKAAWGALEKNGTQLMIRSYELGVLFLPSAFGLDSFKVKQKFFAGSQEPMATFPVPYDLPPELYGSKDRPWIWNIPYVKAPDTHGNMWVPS
#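 Enzyme-compound mixtures sat 15 min at room temperature, followed by a 5 min reaction with 15 nM final substrate and 10 min with AlphaScreen beads. Recombinant human Tdp1 was used at 1 nM final.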
# TDP1 cell CPT = qHTS for Inhibitors of human tyrosyl-DNA phosphodiesterase 1 (TDP1): qHTS in cells in presence of CPT; chicken DT40 Tdp1-/-;hTDP1 cells + 20 nM CPT, ATP luminescence, 48 h; Potency, µM (top dose mostly 46.2 µM), for inactives: at the highest dose activity change, negative = growth inhibition, actives largely listed as inhibitors; hit rate 12% among 420,000; AID 686979, 2013; note: nearly all actives have a fitted effect of over 55% in size
#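 Chicken DT40 Tdp1-/- cells stably complemented with human TDP1 were seeded at 400 cells/well in medium containing 20 nM camptothecin, exposed to pin-transferred compounds, and grown at 37 °C for at least 48 hr. Viability was read as ATP luminescence.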
# * marks the source's active call; other numbers are inactive results; ? = inconclusive; / = no result given; [ ] = another dose, or the depositor's remark. Calls come from the whole dose curve; as a rule, active = well fitted curve in the direction sought with a large enough effect; inconclusive = small, poorly fitted or top-dose-only effect, or another doubt; inactive = no such curve, though single readings can be large; an effect the other way counts as inactive or inconclusive. % is set by controls: 0 for no effect and ±100 for the full control effect; potency is the fitted concentration of half-maximal effect. This is a random part of the collection (roughly 18% active in at least one column).
Compound	DT40 TDP1 no CPT	TDP1 inh	TDP1 cell CPT
CCc1ccc(NC(=O)CS(=O)CC(=O)Nc2ccc(F)cc2F)cc1 (centres undefined)	1%	/	-10%
CN(CC(=O)NCc1ccc(F)cc1)Cc1ccc(Br)cc1	?	0%	-29%
Cc1ccc(-c2nc3c4ccccc4n(CC(=O)N4CCN(c5ccccc5F)CC4)c(=O)n3n2)cc1	-12%	-3%	-17%
COc1ccc(-c2nc(NC(=O)C3CCN(c4nc5ccccc5o4)CC3)sc2C)cc1	?	5%	16µM*
O=C(NNC(=O)c1cccnc1)Nc1ccccc1	-4%	3%	2%
O=C(CCc1nnc(Cc2ccc3c(c2)OCO3)o1)NCc1nc2ccccc2s1	18%	-1%	4%
CCCn1c(=O)c(C)cn2nc(N)nc12	-1%	4%[56.1 µM]	6%
O=C(NNc1ccccc1)c1ccc(Cl)c(Cl)c1	-4%	/	-6%
O=C(Nc1ccccc1NC(=O)c1ccccc1Cl)c1ccccc1Cl	-27%	/	-11%
CN1CCC(OC(=O)COc2ccc(Cl)cc2Cl)CC1	1%	8%	3%
O=C1CCC([N+](=O)[O-])C(c2cc3c(cc2Cl)OCO3)N1 (centres undefined)	16%	-3%	-3%
CCCCN(CCCNC(=O)CN1C(=O)COc2ccccc21)c1ccccc1	?	-10%	-25%
O=C(NC1CCN(C(=O)Nc2ccccc2)CC1)C1CCCCC1	-25%	0%	-8%
COC(=O)C1C2OC(C(Br)C2Br)C1C(=O)OC (centres undefined)	5%	/	11%
COc1cc(NS(=O)(=O)c2cnc(N)nc2)cc(OC)c1	-9%	-3%	-1%
S=c1nc(-c2ccccc2)n(CCN2CCOCC2)c2c1CCCC2	-11%	4%	-17%
Cc1cc(C(=O)N/N=C/c2ccc[nH]2)n[nH]1	-13%	8%	-5%
CC(=O)Nc1ccc(Nc2nc(Cl)nc(Nc3ccc(NC(C)=O)cc3)n2)cc1	-17%	3%	-19%
CN(Cc1ccccc1)C(NC(=O)c1ccccc1)C(Cl)(Cl)Cl (centres undefined)	?	3%	?
CC(C)c1onc(C(=O)NC(C)c2ccccc2)c1[N+](=O)[O-] (centres undefined)	?	8%	?
CCOC(=O)Cc1[nH]nc2c1C(C1C=CCCC1)C(C#N)=C(N)O2 (centres undefined)	23µM*	-10%	?
CCOC(=O)c1ccc(N2C(=O)c3n[nH]c(-c4ccco4)c3C2c2ccc([N+](=O)[O-])cc2)cc1 (centres undefined)	12µM*	6%	23µM*
CCOC(=O)c1c(C)oc2cc(Br)c(OCC(N)=O)cc12	0%	2%	-7%
COc1ccc([C@H]2[C@H](C(=O)C(C)(C)C)N3N=Cc4ccccc4C3[C@]23N=C(c2ccccc2)OC3=O)cc1OC (some centres undefined)	?	-2%	-24%
O=C(NC1(C(F)(F)F)NC(=O)N(Cc2cccnc2)C1=O)c1cccs1 (centres undefined)	-17%	5%	3%
COc1ccc(S(=O)(=O)N2CCN(C3CCCC(C)C3)CC2)cc1 (centres undefined)	-20%	0%	-21%
CCOC(=O)c1sc(N)c(C(=O)OCC)c1COC(=O)C1CC(=O)N(Cc2ccco2)C1 (centres undefined)	-26%	10%	2%
Cc1ccc(NC(=O)Cn2nc(C)c3ccccc3c2=O)c(C)c1	-21%	4%	-18%
CCc1cc(=O)oc2c(C)c(OCC(=O)NCc3ccccn3)ccc12	-15%	2%	-19%
COc1cc(/C=N/NC(=O)c2nonc2C)ccc1O	5%	2%	-6%

# 4 entries from above in another layout.
compound: COc1ccc(S(=O)(=O)N2CCN(C3CCCC(C)C3)CC2)cc1 (centres undefined)
  DT40 TDP1 no CPT = -20% | TDP1 inh = 0% | TDP1 cell CPT = -21%

compound: CCOC(=O)c1sc(N)c(C(=O)OCC)c1COC(=O)C1CC(=O)N(Cc2ccco2)C1 (centres undefined)
  DT40 TDP1 no CPT = -26% | TDP1 inh = 10% | TDP1 cell CPT = 2%

compound: Cc1ccc(NC(=O)Cn2nc(C)c3ccccc3c2=O)c(C)c1
  DT40 TDP1 no CPT = -21% | TDP1 inh = 4% | TDP1 cell CPT = -18%

compound: CCc1cc(=O)oc2c(C)c(OCC(=O)NCc3ccccn3)ccc12
  DT40 TDP1 no CPT = -15% | TDP1 inh = 2% | TDP1 cell CPT = -19%

# In another format: 3 of the compounds above
CCOC(=O)c1ccc(N2C(=O)c3n[nH]c(-c4ccco4)c3C2c2ccc([N+](=O)[O-])cc2)cc1 (centres undefined)
  DT40 TDP1 no CPT: 12µM*
  TDP1 inh: 6%
  TDP1 cell CPT: 23µM*
O=C(NC1(C(F)(F)F)NC(=O)N(Cc2cccnc2)C1=O)c1cccs1 (centres undefined)
  DT40 TDP1 no CPT: -17%
  TDP1 inh: 5%
  TDP1 cell CPT: 3%
CC(=O)Nc1ccc(Nc2nc(Cl)nc(Nc3ccc(NC(C)=O)cc3)n2)cc1
  DT40 TDP1 no CPT: -17%
  TDP1 inh: 3%
  TDP1 cell CPT: -19%

# (continued)
Compound	DT40 TDP1 no CPT	TDP1 inh	TDP1 cell CPT
CCNC(=O)CN(c1ccc(C)cc1)S(=O)(=O)c1ccccc1	4%	1%	-15%
CCOc1cc2[nH]c(=S)n(CC3CCCO3)c(=O)c2cc1OCC (centres undefined)	-9%	2%	-27%
COc1ccc(CCNC(=O)C2CCN(c3ccc(N4CCOCC4)nn3)CC2)c(OC)c1	10%	7%	-3%
CC(=O)Nc1sc(C)c(C)c1C(=O)OCC(=O)Nc1ccccc1C(F)(F)F	?	/	8%
COc1ccccc1CNC(=O)CCC(=O)Nc1nnc(C(C)C)s1	-14%	4%	-7%
CCOC(=O)N/N=C\c1ccc(-c2cc(Cl)ccc2Cl)o1	-22%	-3%	?
CC(Nc1oc(-c2ccc(COc3ccc(Cl)cc3)o2)nc1C#N)c1ccccc1 (centres undefined)	?	3%	?
OC(COc1ccc2c(c1)OCO2)CN1CCN(c2ccccc2)CC1 (centres undefined)	-13%	6%	17%
CCN=c1scc(-c2cccs2)n1/N=C/c1cc(OC)ccc1O	21µM*	9%	?
CCCC(=O)Nc1cc(OC)c(OC)cc1C(=O)O	-10%	3%	-5%
O=C(Nc1nnc([C@@H]2C[C@H](O)[C@@H](CO)O2)s1)c1cccc(Oc2ccccc2)c1	-6%	/	-26%
CCc1cccc(Nc2c3c(nc4ncnn24)CCC3)c1	21µM*	0%	?
O=C(C1CCCO1)N1CCN(S(=O)(=O)c2cc(F)ccc2F)CC1 (centres undefined)	-12%	1%	-2%
Cc1[nH]n(-c2ccccc2)c(=S)c1C=Nc1cccc([N+](=O)[O-])c1	-26%	6%	?
COc1ccc(C(=O)NN)cc1	-15%	-1%	7%
CCNC(=O)C1(C)CCCN(C(=O)c2sccc2C)C1 (centres undefined)	2%	/	-6%
CCc1nc(SCc2ccc(OCC(C)C)cc2)n[nH]1	?	1%	4.6µM*
Cc1nn(C)c(C)c1NC(=O)COc1ccc(F)cc1Br	13µM*	0%	?
CCCCN(CCCNC(=O)CN1N=C(c2ccccc2)CCC1=O)c1ccccc1	?	5%	?
CC1(C)COCN1S(=O)(=O)c1ccc(C(=O)Nc2nnc(-c3ccc(Cl)s3)o2)cc1	4.5µM*	2%	4µM*
O=C1Nc2ccc(S(=O)(=O)N3CCOCC3)c3cccc1c23	-9%	5%	-13%
COc1cc(C2C3=C(CC(C)(C)CC3=O)N(C)C(=O)N2C)cc(OC)c1OC (centres undefined)	-10%	4%	-15%
O=C(CS(=O)(=O)c1ccccc1)Nc1nc2ccccc2s1	-7%	-3%	-26%
COC(=O)c1cc2oc(C)cc2n1CC(=O)Nc1ccc(OC)c(OC)c1	0%	3%	-2%
O=C(Nc1cccnc1)c1ccc(Cl)c(S(=O)(=O)N2CCc3ccccc32)c1	-18%	6%	22%
Cc1ccccc1NC(=O)COC(=O)/C=C/c1cn(-c2ccccc2)nc1-c1cccnc1	?	-6%	-1%
Cc1nc(C(F)(F)F)ccc1C(=O)Nc1ccc(C(F)(F)F)cn1	-26%	0%	12%
Cc1cc(C)cc(NC(=O)N2CCCC2C(=O)Nc2ccc(-n3cnnn3)cc2)c1 (centres undefined)	?	1%	?
Cc1ccc(Cl)cc1NS(=O)(=O)Cc1ccccc1	-5%	1%	-2%
O=C(O)c1ccc(Cn2nnc3sc4c(c3c2=O)CCCC4)cc1	0%	50µM*	4%
CCOC(=O)c1ccc(N2C(=O)Cc3ccccc3C2=O)cc1	?	3%[0.0935 µM]	?
CC(=O)N1CCc2cc(NC(=O)c3ccc(C)cc3)ccc21	-10%	-3%	-2%
Cc1ccc(C)c(-c2[nH]ncc2CN2CCCC(CO)(Cc3ccccc3C)C2)c1 (centres undefined)	13µM*	3%	7.3µM*
Cc1ccccc1N1C(=O)C(Cl)=C(N2CCCCCC2)C1=O	?	-12%	29µM*
COc1cccc(CC2(CO)CCCN(Cc3ccccc3-c3ccco3)C2)c1 (centres undefined)	?	1%	?
Cc1ccc(NC(=O)c2cccc(OCc3c(C)noc3C)c2)cc1	3%	4%	1%
O=C1/C(=C/c2ccccc2)CCCc2ccccc21	?	4%	-16%
CCOC(=O)c1c(C)[nH]c(N=Nc2cc(C(=O)O)cc(C(=O)O)c2)c1C	12%	/	30%[activator]
CCN(CC(=O)Nc1ccc(OC)cc1)C(=O)c1ccc(=O)n(Cc2ccccc2)n1	-10%	0%	-13%
COC(=O)c1c(NC(=O)C(C)C)sc2c1C(C(=O)OC)CC2 (centres undefined)	0%	-2%	-10%
Cc1cc(S(=O)(=O)N(Cc2ccccc2Cl)c2ccc3c(c2)CCC3)ccc1-n1cnnn1	?	2%	-10%
Brc1cc(Br)c2ncnc(N3CCCCC3)c2c1	13µM*	2%	21µM*
Cc1nc(SCC(=O)c2ccccc2)n[nH]1	-16%	10%	-3%
O=C1c2cccc([N+](=O)[O-])c2C(=O)N1c1c[nH]c(=O)[nH]c1=O	15%	5%	-5%
O=C1c2ccccc2-c2onc3c(N4CCN(CCO)CC4)cc(N4CCN(C(=O)c5ccco5)CC4)c1c23	15µM*	15%	?
CCOc1ccc(-c2cc(C(=O)NCc3ccc(C)cc3)c3ccccc3n2)cc1	-14%	0%	-17%
CCc1nc(N)c(C#N)c(-c2ccc(O)c(OC)c2)c1C	-9%	2%	-14%
CCOC(=O)/C=c1/s/c(=C/c2ccc3cc(OC)ccc3c2)c(=O)n1CC(=O)NCc1ccc2c(c1)OCO2	9.2µM*	/	5.8µM*
CC(C)C[C@H]1CNC(=S)N1CC1CCN(CCCC2CCCC2)CC1	?	/	?
CN1CCN(/N=C/c2ccc(-c3ccccc3)cc2)CC1	?	10%	?
COC(=O)C(NS(=O)(=O)c1ccccc1Cl)c1ccccc1 (centres undefined)	-5%	-2%	-1%
COc1ccc(CNN2CCCCC2C(=O)Nc2ccc(OC)c(OCC(C)C)c2)cc1OC (centres undefined)	?	-4%	-17%
S=c1[nH]nc(COc2ccccc2)n1Cc1ccccc1	?	-3%	?
CC(=O)C1=C(O)C=C2Oc3c(C(C)=O)c(O)c(C)c(O)c3C2(C)C1=O (centres undefined)	10%[9.04 µM]	5%	-5%[9.04 µM]
Cc1ccc(/C(O)=C2\C(=O)C(=O)N(C)C2c2ccccc2[N+](=O)[O-])cc1 (centres undefined)	9%	/	-7%
CC(C)(C)SCCNC(=O)CN1C(=O)c2ccccc2S1(=O)=O	-6%	3%	8%
Fc1ccc(CSc2ccc(-c3cccs3)nn2)cc1	-24%	-3%	0%
CCn1cc(C(=O)OC)c(=O)c2ccc(C)nc21	2%	3%	3%
O=C(Cn1cc([N+](=O)[O-])ccc1=O)NCC(=O)Nc1ccc(F)c(F)c1F	-29%	0%	10%
Cc1ccccc1/C=N/n1c(COc2ccccc2)n[nH]c1=S	?	/	25%

# Continuation.
Compound	DT40 TDP1 no CPT	TDP1 inh	TDP1 cell CPT
CC1CCN(c2ncccc2C(=O)O)CC1	-6%	3%	2%
CC(C)(C)c1ccc(CC(=O)N2CCC2(C)C(=O)NS(=O)(=O)Cc2ccccc2)cc1 (centres undefined)	-6%	/	-15%
O=C(Nc1ccsc1C(=O)O)c1cccc(Oc2ccccc2)c1	-15%	/	?
COc1ccc(Cc2nnc(SCc3c(C)noc3C)n2C2CCCCC2)cc1OC	?	1%	?
CCS(=O)(=O)c1ccc(O)c(NC(=O)/C=C/c2ccccc2)c1	-9%	0%	0%
CS(=O)(=O)N1CCN(c2ccccc2NC(=O)Cc2ccc(Cl)cc2)CC1	-48%	0%	-29%
